GluA2 TARP mod: GluA2-stargazin AMPA receptor complex modulation; HEK293 GluA2+stargazin, membrane potential dye (FDSS), glutamate EC50; hits were called plate by plate, in both directions; calls only at 30 µM; AID 1259245; hit rate 3.5% among 40,000; O88602+P19491;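 active means any of four per-well response measures lying three or more SD from its plate-wide compound average, in either direction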
Target sequence (O88602 whole entry, looked up): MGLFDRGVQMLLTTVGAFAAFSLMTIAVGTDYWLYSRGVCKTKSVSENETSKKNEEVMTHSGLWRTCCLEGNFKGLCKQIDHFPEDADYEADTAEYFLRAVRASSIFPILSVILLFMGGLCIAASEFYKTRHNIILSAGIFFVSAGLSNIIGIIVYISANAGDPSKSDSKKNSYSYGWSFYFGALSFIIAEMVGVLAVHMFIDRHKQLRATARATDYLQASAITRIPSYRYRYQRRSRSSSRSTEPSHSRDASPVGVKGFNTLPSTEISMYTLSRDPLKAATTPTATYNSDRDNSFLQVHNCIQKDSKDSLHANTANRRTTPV
Target sequence (P19491 whole entry, looked up): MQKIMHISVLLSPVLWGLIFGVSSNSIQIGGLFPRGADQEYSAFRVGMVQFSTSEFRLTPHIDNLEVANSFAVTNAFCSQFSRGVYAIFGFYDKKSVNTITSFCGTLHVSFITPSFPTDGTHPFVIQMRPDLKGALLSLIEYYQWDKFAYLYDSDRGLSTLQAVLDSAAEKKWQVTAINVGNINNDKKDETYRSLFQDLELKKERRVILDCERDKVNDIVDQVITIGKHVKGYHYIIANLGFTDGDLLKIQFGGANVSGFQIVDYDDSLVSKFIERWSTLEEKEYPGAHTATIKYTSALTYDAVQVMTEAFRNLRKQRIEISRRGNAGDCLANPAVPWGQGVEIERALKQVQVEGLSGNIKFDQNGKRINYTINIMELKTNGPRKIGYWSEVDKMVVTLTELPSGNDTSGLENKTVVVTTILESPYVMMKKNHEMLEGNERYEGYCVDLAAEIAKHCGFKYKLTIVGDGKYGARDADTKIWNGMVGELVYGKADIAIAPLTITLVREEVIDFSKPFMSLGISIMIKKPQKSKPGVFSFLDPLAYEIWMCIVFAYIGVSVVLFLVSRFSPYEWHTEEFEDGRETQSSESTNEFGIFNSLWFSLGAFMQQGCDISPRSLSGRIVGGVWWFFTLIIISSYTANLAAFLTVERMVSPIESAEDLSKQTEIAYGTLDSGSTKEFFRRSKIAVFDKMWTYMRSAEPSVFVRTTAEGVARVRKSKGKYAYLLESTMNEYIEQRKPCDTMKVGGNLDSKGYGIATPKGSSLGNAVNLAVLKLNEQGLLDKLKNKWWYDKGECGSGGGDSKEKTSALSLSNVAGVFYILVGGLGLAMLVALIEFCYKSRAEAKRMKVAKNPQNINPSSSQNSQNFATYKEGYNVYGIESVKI
GluA2 TARP mod agonism max-min: second read-out of GluA2 TARP mod, no call of its own (marks repeat the call); compound max-min signal; compound-alone response (agonism);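 unitless range of fluorescence divided by baseline over first 100 seconds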
GluA2 TARP mod glutamate slope: also measured in GluA2 TARP mod; calls as there; glutamate slope, % of max; measured here: glutamate response slope, % max;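 scaled per plate between vehicle wells and maximal 1 mM glutamate control wells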
* marks the source's active call; other numbers are inactive results; i = inactive; + = active, no number.

GluA2 TARP mod	SMILES	GluA2 TARP mod agonism max-min	GluA2 TARP mod glutamate slope
i	O=C(Nc1cccc2c(NC(=O)c3cccc(Cl)c3)cccc12)c1cccc(Cl)c1	0.0788	29.9
i	Nc1ccc(S(=O)(=O)N2CCCc3ccccc32)cc1	0.115	39.9
i	O=C(CN1CCN(c2nccn2-c2cccc(Cl)c2)CC1)NCc1ccccc1	0.0343	21.2
i	O=c1c(-c2ccccc2)coc2cc(OCc3ccc([N+](=O)[O-])cc3)ccc12	0.0524	54.5
i	CCOCC(=O)NCC(O)(c1ccccc1)C1CC1 (centres undefined)	0.104	53.5
i	Cc1ccc(-n2ccnc2N2CCN(CC(=O)Nc3ccc4c(c3)OCO4)CC2)cc1	0.0402	39.2
i	COC(=O)c1sccc1S(=O)(=O)Nc1ccc(OC)c(OC)c1	0.102	56.1
i	COCCNC(=O)c1ccc(N2CCCCS2(=O)=O)cc1	0.0755	47.5
i	CCOc1ccc(/C(O)=C2\C(=O)C(=O)N(CCCN(C)C)C2c2ccco2)cc1Cl (centres undefined)	0.124	55.4
i	CCS(=O)(=O)c1ccc(CC(=O)Nc2ccc(-c3nc4ccccc4o3)cc2)cc1	0.0688	59.1
i	COc1cccc(NC(=O)NCC(O)(c2ccco2)C2CC2)c1OC (centres undefined)	0.0999	63.1
i	Cc1nnc(C2CCN(CC(=O)N3CCc4ccccc43)CC2)s1	0.0761	54.0
i	COc1cccc(CNC(=O)C(=O)NCC2CCN(c3ccccn3)CC2)c1	0.0922	59.1
i	CCOC(=O)c1c(SCC(=O)Nc2ccccc2OC)nc(=O)[nH]c1C	0.0566	59.0
i	Cc1nccn1-c1cc(NCCNS(=O)(=O)c2ccccc2Cl)ncn1	0.0788	41.4
i	O=C(CCc1ccccc1)Nc1nnc(-c2ccc(Br)s2)o1	0.0415	32.8
i	Cc1cc(C(=O)Nc2nnc(-c3ccc4c(c3)CCCC4)o2)on1	0.0642	31.2
i	O=C(CSc1nc2c(c(=O)[nH]1)CN(Cc1ccc3c(c1)OCO3)CC2)Nc1cccc(Cl)c1	0.0763	63.6
i	CCOc1cc(C)c(S(=O)(=O)N2CC(C)OC(C)C2)cc1C (centres undefined)	0.0521	52.4
i	O=C(/C=C/c1ccccc1)Nc1ccc2c(c1)OCCO2	0.0888	41.9
i	COc1ccc(S(=O)(=O)c2cc3cccc(OC)c3oc2=O)cc1	0.108	46.6
i	O=C(NCC1(O)CCCC1)Nc1c(F)cccc1F	0.0792	63.6
i	COC(=O)c1sccc1S(=O)(=O)N1CCC(C(N)=O)CC1	0.184	62.7
i	CCOc1ccc(S(=O)(=O)NCC(c2cccs2)N2CCOCC2)cc1 (centres undefined)	0.111	80.3
i	Cc1noc(C)c1S(=O)(=O)Nc1cc2c3c(c1)CC(=O)N3CCC2	0.0804	50.8
i	Cc1cccc(OCC(O)CN(c2c(C)cc(C)cc2C)S(C)(=O)=O)c1 (centres undefined)	0.149	58.9
i	O=C(CCCS(=O)(=O)c1ccc(Cl)cc1)Nc1nnc(-c2ccc(Br)s2)o1	0.0996	44.1
i	COc1ccc(SCCC(=O)Nc2nc3ccccc3s2)cc1	0.0946	72.4
i	Cc1cc(-c2nnc(NC(=O)C3CCN(S(=O)(=O)c4ccc(F)cc4)CC3)o2)nn1C	0.0802	54.7
i	O=C(Cc1ccc(F)cc1)Nc1ccc(CC(=O)N2CCOCC2)cc1	0.0525	43.4
i	COc1ccc(Cl)cc1NS(=O)(=O)c1ccc(N2C(=O)CCS2(=O)=O)cc1	0.207	49.5
i	O=C(COc1ccc2c(c1)OCO2)NCCCn1nc(-c2ccc(Cl)cc2)ccc1=O	0.0671	44.1
i	C=CCn1c(=O)c2c(nc3n2CCCN3c2ccc(Oc3ccccc3)cc2)n(C)c1=O	0.155	62.6
i	CCc1ccc(S(=O)(=O)Nc2cccc(-c3ccc(=O)n(C)n3)c2)s1	0.0497	65.7
i	CCOC(CNC(=O)C(=O)Nc1c2c(nn1-c1ccc(C)cc1C)CSC2)OCC	0.0351	67.1
i	CNC(=O)Cc1ccc(NS(=O)(=O)c2ccc(F)c(Cl)c2)cc1	0.0855	29.4
i	Cc1ccc(C(=O)Nc2ccc(S(=O)(=O)N3CCOCC3)cc2)cc1	0.112	62.9
i	COc1ccccc1CCNC(=O)c1csc(-c2cnccn2)n1	0.142	64.3
i	COC(=O)c1ccsc1NC(=O)CS(=O)(=O)Cc1ccccc1	0.0946	51.7
i	CC(C)c1nc(-n2cccc2)sc1C(=O)NCc1ccc(F)cc1	0.129	43.0
i	CCOC(=O)Cn1c(=O)c2c(nc3n(-c4cccc(C)c4)c(C)c(C)n23)n(C)c1=O	0.113	57.3
i	O=C(Nc1ccc(S(=O)(=O)Nc2ncccn2)cc1)C1CN(C(=O)c2cccs2)C1	0.0663	52.6
i	COc1ccc(-c2cc(C(=O)NC3CC3)c3c(C)nn(C4CCS(=O)(=O)C4)c3n2)cc1 (centres undefined)	0.104	59.1
i	CCCOc1ccc2cc(S(=O)(=O)N3CCCC3)ccc2c1	0.08	50.0
i	CCc1ccc(NC2CC(=O)N(c3ccc(C)cc3Br)C2=O)cc1 (centres undefined)	0.111	47.8
i	COc1ccc(NC(=O)CN2CCC(C)CC2)cc1	0.0534	63.1
i	COc1ccc(NC(=O)c2ccc(Cl)c(S(=O)(=O)N3CCCC3)c2)c(OC)c1	0.103	60.2
i	O=C(CS(=O)c1ccccc1[N+](=O)[O-])Oc1ccc(C2CCCCC2)cc1 (centres undefined)	0.065	55.8
+	O=C(Nc1cc2c3c(c1)CC(=O)N3CCC2)c1cnccn1	0.229*	56.6*
i	Cc1ccc(NC(=O)/C=C2\SC(=O)N(CCC(=O)Nc3ccc(Cl)cc3)C2=O)cc1	0.0503	57.8
+	CCc1ccc(Oc2cc(N3CCC(C(=O)NCc4ccccc4F)CC3)ncn2)cc1	0.105*	-0.7*
i	Cc1cc(S(=O)(=O)N2CCN(c3ccc4nnc(C5CC5)n4n3)CC2)ccc1F	0.126	43.0
i	CCc1ccc(NCc2cc3cc4c(cc3n(CC(=O)Nc3ccc(OC)cc3)c2=O)OCCO4)cc1	0.11	48.9
i	O=C(Nc1nnc(Cc2cccs2)o1)c1ccco1	0.0522	52.9
i	Cc1nnc(NC(=O)CCCOc2ccc(C(C)(C)C)cc2)s1	0.0729	61.2
i	O=C(COc1ccccc1)NCC1CCN(Cc2ccsc2)CC1	0.0525	25.6
i	Cn1cccc1C(CNC(=O)C(=O)NCc1ccc(F)cc1)N1CCOCC1 (centres undefined)	0.0694	53.8
i	NC(=O)Cn1nnn(-c2ccc(NS(=O)(=O)c3cccc(C(F)(F)F)c3)cc2)c1=O	0.129	62.4
i	Cc1oc(-c2ccccc2Cl)cc1C(=O)Nc1ccccc1	0.0869	50.2
i	CCOC(=O)C1=C(C)NC(=O)NC1c1ccc(Cl)cc1Cl (centres undefined)	0.102	62.6

Looked up above:
Under GluA2 TARP mod agonism max-min, COc1ccc(-c2cc(C(=O)NC3CC3)c3c(C)nn(C4CCS(=O)(=O)C4)c3n2)cc1 (centres undefined) has 0.104
Under GluA2 TARP mod glutamate slope, O=C(COc1ccc2c(c1)OCO2)NCCCn1nc(-c2ccc(Cl)cc2)ccc1=O has 44.1

Following part.
GluA2 TARP mod	SMILES	GluA2 TARP mod agonism max-min	GluA2 TARP mod glutamate slope
i	COCC(C)(O)CNC(=O)/C=C/c1ccccc1Cl (centres undefined)	0.0976	56.6
i	CCCCOc1ccc(C(=O)N2CCN(c3nccn3C)CC2)cc1	0.034	65.3
+	CCC/C(O)=C(\C#N)c1nc2ccccc2[nH]1	0.102*	19.8*
i	Cc1ccc(CN2N=NC3C(=O)N(c4ccc(C)c(C)c4)C(=O)C32)cc1 (centres undefined)	0.0945	53.5
i	CC(C)Oc1ccc(C(=O)Nn2cnc3c(cnn3C(C)(C)C)c2=O)cc1	0.0612	65.3
i	O=C(Nc1ccc2c(c1)OCCO2)C(=O)NC(c1ccccc1)c1ccccc1	0.074	49.0
i	CC1CCN(c2ccc(N3CCN(C(=O)c4cccs4)CC3)nn2)CC1	0.146	45.3
+	COc1ccc(Cl)cc1S(=O)(=O)NCC1CCN(C(=O)Nc2ccc(F)cc2)CC1	0.191*	25.8*
i	CCSc1n[nH]c(N)c1S(=O)(=O)c1ccccc1	0.0485	43.8
i	COc1cccc(OC)c1C(=O)NCC(c1cccs1)N(C)C (centres undefined)	0.0496	39.2
i	COc1ccc(S(=O)(=O)N2CCCCC2CC(=O)NCc2ccccn2)cc1 (centres undefined)	0.0638	58.0
i	CSc1ncccc1C(=O)N1CCC(CNC(=O)c2snnc2C)CC1	0.0895	54.6
i	COc1ccc(OC)c2sc(N(CCN3CCOCC3)C(=O)c3ccn(C)n3)nc12	0.187	53.6
i	O=C(NCC(c1ccc(F)cc1)N1CCOCC1)C(=O)Nc1ccc2c(c1)OCO2 (centres undefined)	0.0405	57.1
i	Cc1nc2ccccc2n1CC1CCN(S(=O)(=O)C2CC2)CC1	0.0655	70.9
i	CC(C)CCNC(=O)CSc1ncc(S(=O)(=O)c2cccs2)c(N)n1	0.134	50.2
i	COCCNC(=O)C(=O)NCCC1CCCCN1S(=O)(=O)c1ccccc1 (centres undefined)	0.0947	68.5
+	CC(=O)N1CCc2ccc(NC(=O)c3ccno3)cc21	0.235*	43.6*
i	Cc1cc(OCC(O)CN2CCN(Cc3ccccc3)CC2)ccc1Cl (centres undefined)	0.0608	55.0
i	CNC(=O)/C(C#N)=C1\SC(Cc2ccc(OC)cc2)C(=O)N1c1cccc(OC)c1 (centres undefined)	0.0606	67.6
i	O=C(NCC(O)(c1ccccc1)C1CC1)C1(c2ccccc2)CCOCC1 (centres undefined)	0.0809	45.9
i	Cc1ccnc(NC(=O)NCCCSc2nnc(-c3ccccc3)o2)n1	0.0643	49.2
i	C=CCc1ccccc1OCC(O)CN1CCN(c2ccccc2F)CC1 (centres undefined)	0.0469	52.6
i	Cc1cc(CN2CCC(CNC(=O)C(=O)Nc3ccccc3C#N)CC2)c(C)o1	0.0594	59.3
i	COC(=O)c1ccc(C(=O)Nc2nc(-c3cc4ccc(OC)cc4o3)cs2)cc1	0.0566	35.0
i	O=C(/C=C/c1ccccc1)NCC(O)Cc1ccccc1 (centres undefined)	0.124	77.1
i	COc1ccc2cc(CNc3ccc(C)cc3)c(=O)n(CC(=O)Nc3ccc(C)cc3Cl)c2c1	0.104	51.9
i	COc1ccc(C)cc1NC(=O)C(=O)NCC1CCN(C(=O)c2ccccc2F)CC1	0.0494	58.7
i	Cc1ccc(Cl)c2sc(N(CCN3CCOCC3)C(=O)c3ccc(C#N)cc3)nc12	0.105	60.2
i	O=C(NCCCn1nc(-c2ccccc2)ccc1=O)Nc1cccc(C(F)(F)F)c1	0.126	42.0

A stretch from the list above:
GluA2 TARP mod	SMILES	GluA2 TARP mod agonism max-min	GluA2 TARP mod glutamate slope
i	CC(C)CCNC(=O)CSc1ncc(S(=O)(=O)c2cccs2)c(N)n1	0.134	50.2
i	COCCNC(=O)C(=O)NCCC1CCCCN1S(=O)(=O)c1ccccc1 (centres undefined)	0.0947	68.5
+	CC(=O)N1CCc2ccc(NC(=O)c3ccno3)cc21	0.235*	43.6*
i	Cc1cc(OCC(O)CN2CCN(Cc3ccccc3)CC2)ccc1Cl (centres undefined)	0.0608	55.0
i	CNC(=O)/C(C#N)=C1\SC(Cc2ccc(OC)cc2)C(=O)N1c1cccc(OC)c1 (centres undefined)	0.0606	67.6
i	O=C(NCC(O)(c1ccccc1)C1CC1)C1(c2ccccc2)CCOCC1 (centres undefined)	0.0809	45.9

Limited to GluA2 TARP mod agonism max-min (4 entries from above):
| Compound | GluA2 TARP mod agonism max-min |
| --- | --- |
| CC(=O)N1CCc2ccc(NC(=O)c3ccno3)cc21 | 0.235* |
| CC(C)CCNC(=O)CSc1ncc(S(=O)(=O)c2cccs2)c(N)n1 | 0.134 |
| Cc1ccc(Cl)c2sc(N(CCN3CCOCC3)C(=O)c3ccc(C#N)cc3)nc12 | 0.105 |
| Cc1cc(OCC(O)CN2CCN(Cc3ccccc3)CC2)ccc1Cl (centres undefined) | 0.0608 |

Carrying on.
GluA2 TARP mod	SMILES	GluA2 TARP mod agonism max-min	GluA2 TARP mod glutamate slope
i	O=C(NCCN1CCn2cc(OCc3ccccc3)c(=O)cc2C1=O)c1ccccc1F	0.0879	58.2
i	COc1cccc(-n2ccn(CC(=O)Nc3cc(C)cc(C)c3)c(=O)c2=O)c1	0.0905	55.3
i	Cc1nc2ccccn2c1C(=O)Nc1ccc2c(c1)N(C(=O)c1cccs1)CC2	0.173	46.6
i	O=C(NCCc1csc2nc(-c3cccc(F)c3)nn12)Nc1ccccc1C(F)(F)F	0.0968	64.1
i	Cc1cc([N+](=O)[O-])ccc1NC(=O)CCN1C(=O)c2ccccc2S1(=O)=O	0.0585	60.1
i	COc1ccc(-c2ccc(N3CCN(C(=O)Nc4ccc(C)c(F)c4)CC3)nn2)cc1	0.0532	76.5
i	O=C(NCC1(c2cccs2)CCOCC1)Nc1ccccc1Cl	0.128	54.4
i	O=C(c1ccccc1)N1CCN(c2nccn2-c2cccc(Cl)c2)CC1	0.0514	15.9
i	O=C(Nc1ccc(Cl)cc1)c1ccc(COc2ccccc2)o1	0.106	55.6
i	CCOc1ccc(C(=O)N2CCN(c3ncnc4c3nnn4-c3ccc(OCC)cc3)CC2)cc1	0.0601	48.9
i	COCCn1c(SCc2cccc([N+](=O)[O-])c2)nc2cc(C(=O)NC3CCCC3)ccc2c1=O	0.084	60.2
i	O=C(CN1C(=O)CCC1=O)NCC1CCN(S(=O)(=O)C2CC2)CC1	0.0664	56.5
i	CCOC(=O)CCC(=O)N1CCC(c2nnc(-c3ccco3)o2)CC1	0.106	46.1
i	O=C(Cc1ccc(NS(=O)(=O)Cc2cccc(F)c2)cc1)NCC(F)(F)F	0.0751	38.8
i	O=c1cc(-c2ccccc2F)oc2ccc(Br)cc12	0.0498	62.2
i	OC(COCCC12CC3CC(CC(C3)C1)C2)CN1CCOCC1 (centres undefined)	0.0471	44.8

Assay outcomes: PubChem, Vanderbilt High Throughput Screening Facility

The list is partial; the hit share may differ from the screen's.
